Compound activity as filed in PubChem BioAssay.
Rpn11 inh: Rpn11 (PSMD14) deubiquitinase inhibitors, primary screen, biochemical, fluorescence polarization, uHTS; 26S proteasome non-ATPase regulatory subunit 14 (Homo sapiens), O00487; human 26S proteasome, Ub4-pepOG fluorescence polarization; 20S core pre-blocked with epoxomicin; calls only at 20 µM; hit rate 0.59% among 360,000; AID 588493, 2011;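 active = inhibition at 20 µM, scaled to each plate's controls, above about 33%, limit read from the data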
Target sequence (O00487 whole entry, looked up): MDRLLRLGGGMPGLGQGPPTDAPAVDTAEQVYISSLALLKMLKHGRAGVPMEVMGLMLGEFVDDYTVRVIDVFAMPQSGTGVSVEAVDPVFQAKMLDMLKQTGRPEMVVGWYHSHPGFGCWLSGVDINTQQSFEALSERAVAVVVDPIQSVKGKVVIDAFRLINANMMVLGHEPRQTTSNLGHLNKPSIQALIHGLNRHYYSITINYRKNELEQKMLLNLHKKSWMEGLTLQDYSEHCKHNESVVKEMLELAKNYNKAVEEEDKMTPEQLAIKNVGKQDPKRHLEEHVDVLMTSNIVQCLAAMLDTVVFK
bovine MsrA act: bovine MsrA enzyme activators, primary screen, biochemical, absorbance, HTS. activation, % at 10.6 µM. hit rate 0.3% among 360,000. purified bovine MsrA, absorbance read-out. Methionine sulfoxide reductase A (Bos taurus); in the data active = activation above about 7.5%;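 also: 0% = vehicle and 100% = reference activator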
MT1-MMP act inh: blockers of MT1-MMP proenzyme processing, primary screen, HT1080 RFP-PRO-GFP cells, GFP/RFP fluorescence; Matrix metalloproteinase-14 (Homo sapiens), P50281; GFP/RFP ratio fluorescence, overnight; percent of plate control window, DMSO zero; GFP/RFP ratio change, % at 20 µM; hit rate 0.061% among 360,000;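 active = GFP/RFP ratio change of at least 30% with cell ATP level not reduced by more than half and red fluorescence within 50% of control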; also: strong numbers were not always called active
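Read-out: GFP/RFP fluorescence ratio; Test system: RFP-PRO-GFP reporter HT1080 cells; Compound dosing: single-point 20 µM compound, 1% DMSO; Times: overnight compound exposure at 37 °C.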
E coli Lon inh: inhibitors of E. coli Lon protease, primary screen, biochemical, fluorescence polarization | P0A9M0 | purified E. coli Lon protease | inhibition, % at 7.94 µM | hit rate 0.42% among 360,000; in the data active = inhibition above about 13%, passing the limit was not always enough;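 also: 0% = enzyme with probe and DMSO and 100% = no enzyme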
Rin1-Abl PPI inh: inhibitors of Rin1-Abl protein binding, primary screen, biochemical, TR-FRET. AID 588664, 2011. Tyrosine-protein kinase ABL1 (Homo sapiens) + Ras and Rab interactor 1 (Homo sapiens), …. hit rate 0.4% among 360,000. inhibition, % at 7.35 µM; in the data active = inhibition above about 5%, passing the limit was not always enough
PABP1 MLLE inh: inhibitors of PABP1 MLLE–PAM2 peptide binding, primary screen, biochemical, fluorescence polarization, FITC-PAM2, GST-MLLE | Polyadenylate-binding protein 1 (Homo sapiens), P11940 | inhibition, % at 20 µM | hit rate 0.36% among 360,000; in the data active = inhibition above about 35%, passing the limit was not always enough;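 also: plate controls were DMSO wells with GST-MLLE for no effect and wells lacking GST-MLLE protein for full effect; some results filed as inactive read as strong as hits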
CSN inh: inhibitors of CSN-mediated cullin deneddylation, primary screen, biochemical, fluorescence polarization, uHTS; COP9 signalosome complex subunit 5 (Homo sapiens), Q92905; Purified CSN, SCF-Nedd8-OG deneddylation; inhibition, % at 12.5 µM; hit rate 0.38% among 360,000;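 active = pattern-corrected inhibition above about 35%, with an unprinted fluorescence ratio check between 0.5 and 1.5, limit read from the data, passing the limit was not always enough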;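 also: 0% = enzyme with substrate and 100% = substrate without enzyme; some results filed as inactive read as strong as hits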
Target sequence (Q92905 whole entry, looked up, one chain of several): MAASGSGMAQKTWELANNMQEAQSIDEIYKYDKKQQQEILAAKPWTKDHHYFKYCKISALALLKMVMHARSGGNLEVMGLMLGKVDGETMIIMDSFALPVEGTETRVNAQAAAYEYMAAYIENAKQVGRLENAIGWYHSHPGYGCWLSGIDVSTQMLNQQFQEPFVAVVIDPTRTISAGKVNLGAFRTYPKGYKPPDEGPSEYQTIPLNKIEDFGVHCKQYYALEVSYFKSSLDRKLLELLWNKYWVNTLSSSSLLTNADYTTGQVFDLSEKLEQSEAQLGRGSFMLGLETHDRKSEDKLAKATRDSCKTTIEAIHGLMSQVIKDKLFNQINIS
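test system = HEK293T-derived human Csn5 enzyme | amount = 0.24 nM Csn5 enzyme, final concentration | medium = Tris/NaCl/DTT buffer, pH 7.5 | schedule = 90 min reaction at room temperature | signal = FP | evaluation = inhibition of Csn5 cleavage, % | compound dosing = single dose of 12.5 µM compound with 0.25% DMSO | probe or stimulus = 10 nM SCFSkp2-Nedd8OG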
MsrA inhibitor: bovine MsrA enzyme inhibitors, primary screen, biochemical, absorbance, HTS; Methionine sulfoxide reductase A (Bos taurus); purified bovine MsrA, absorbance read-out; hit rate 0.75% among 360,000; AID 651718, 2012; inhibition, % at 15.5 µM; in the data active = inhibition above about 4.5%;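 also: 0% = vehicle wells with enzyme and 100% = reference inhibitor wells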
FAS TE block: FAS thioesterase domain inhibitors, primary screen, biochemical, fluorescence intensity, uHTS | Fatty acid synthase (Homo sapiens), P49327 | recombinant FAS-TE, OMFH fluorogenic substrate, fluorescence endpoint | inhibition, % at 15 µM | hit rate 0.67% among 360,000 | AID 602261, 2012;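 active = compounds whose normalised, plate-corrected inhibition of enzyme fluorescence in the single-dose primary screen is 50% or more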;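 also: 0% = DMSO with enzyme and 100% = substrate without enzyme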
* hit, by the source's call; i = inactive; · = not tested or not shown; + = active, no number.

SMILES	Rpn11 inh	bovine MsrA act	MT1-MMP act inh	E coli Lon inh	Rin1-Abl PPI inh	PABP1 MLLE inh	CSN inh	MsrA inhibitor	FAS TE block
CCOC(=O)C1(CCOc2ccccc2)CCN(Cc2cnc(C)s2)CC1	i	0	1	2	2	10	-3	0.0	0
COc1ccc(/C=N/NC(=O)CN2CCCC2)cc1	i	3	-1	-3	1	-5	-2	0.2	-6
O=C(NCC1CCCO1)c1ccccc1NS(=O)(=O)c1cccc([N+](=O)[O-])c1 (configuration not stated)	i	-7	-3	-1	2	-6	-2	0.0	1
COc1cc(C2NC(=O)CS2)cc(OC)c1OC (configuration not stated)	i	-5	-1	-11	1	18	-7	-0.8	-5
COc1cc(O)oc1C=Nc1ccc(Cl)cc1	i	-1	1	-1	-1	-4	-3	0.5	-1
COCc1cc(=O)[nH]c(/N=C(\N)Nc2cccc(Cl)c2)n1	i	-14	-4	-4	3	-1	-7	1.4	-2
O=C(CCN1CCCO1)N1CCCC(Nc2cccc(F)c2)C1 (configuration not stated)	i	0	2	-17	5	-7	-6	1.5	-10
Cc1cc(NC(=O)c2cc(CC(C)C)on2)n(-c2ccccc2)n1	i	0	0	2	-4	4	-3	0.9	-1
Cc1cc(=O)oc2cc(OCC(=O)NC3CCCC3)ccc12	i	-2	-2	4	3	2	4	1.3	2
CCCNC(=O)C1(C)CCCN(C(=O)c2cccc(C(F)(F)F)c2)C1 (configuration not stated)	i	-5	-2	0	0	10	0	-0.8	-10
OCCCNC(=S)Nc1ccc(Oc2ccccc2)cc1	i	-4	2	0	0	-8	0	0.7	18
Clc1ccsc1-c1ccc2ccccc2n1	i	0	-5	-15	-2	-3	1	0.2	23
Cc1cc(C)cc(OCC(=O)OCC(=O)N(CC(C)C)c2c(N)n(Cc3ccccc3)c(=O)[nH]c2=O)c1	i	-2	2	-6	-3	-11	1	-0.4	-15
O=C(NCCC(=O)N1O[C@@H]2C=C[C@H]1C2)OCC1c2ccccc2-c2ccccc21	i	-2	-1	-6	2	-4	5	-1.4	6
Cc1cccc(-c2c3c(=O)n(C)c(=O)n(C)c3cn2CCO)c1	i	1	1	0	2	3	-3	0.0	-4
O=c1c2ccccc2nnn1CCN1CCOCC1	i	-12	-2	1	0	-4	1	0.3	-2
COCC(=O)NC1CCN(CC(=O)Nc2ccccc2[N+](=O)[O-])CC1	i	-4	3	-2	-4	-2	6	1.0	-3
CSc1cccc(NC(=O)Nc2nc3c(C)cccc3s2)c1	i	-3	-1	4	-4	-6	-1	-0.6	-1
Cc1ccc(S(=O)(=O)Nc2ccc3c(c2)nc(CN2CCCC2)n3C)cc1	i	-4	3	-8	0	0	-1	0.2	3
O=C(O)c1c2c(nc3ccccc13)/C(=C/c1ccccc1[N+](=O)[O-])CCC2	i	-4	-3	0	1	5	-3	1.3	-4
COc1cc(C2/C(=C(\O)c3ccc4c(c3)OCCO4)C(=O)C(=O)N2Cc2ccco2)cc(OC)c1OC (configuration not stated)	i	-3	-4	4	-1	10	6	4.5	-2
COCC(=O)Nc1nnc(CCc2ccccc2)s1	i	-7	-1	-6	2	-6	0	0.4	-10
CN(C)CCSc1nnc2[nH]c3ccccc3c2n1	i	-9	-1	1	-4	33	-6	0.7	-11
CCn1c(SCC(=O)Nc2nnc(C)s2)nnc1C(C)NC(=O)c1ccccc1 (configuration not stated)	i	-1	1	3	3	26	-1	-0.8	-12
CN(C)S(=O)(=O)Oc1cccc(C(=O)Nc2ccc(Cl)c(Cl)c2)c1	i	-6	-1	-8	0	-6	1	1.7	41
O=C(COc1ccc(Br)cc1F)NC1CCN(Cc2ccccc2)CC1	i	-8	6	-7	0	9	2	-0.4	-5
CCC(C)N(C(=O)COC(=O)c1ccccc1SCC(=O)N1CCCC1)C1CCS(=O)(=O)C1 (configuration not stated)	i	-3	-2	-10	1	-2	-1	-1.3	-5
CCOC(=O)c1ccc(NC(=O)CCc2nc(-c3ccccc3Cl)no2)cc1	i	-4	-6	-9	3	3	-3	-0.1	27
CCOC(=O)c1ccc(NC(=O)C(=O)NCc2ccc(/C=C(/C#N)C(=O)NCCOC)o2)cc1	i	-9	-2	-3	7	-20	-20	1.0	-10
Cc1cccc(CNC(=O)c2sc(=O)n(Cc3ccc(S(C)(=O)=O)cc3)c2C)c1	i	-6	3	1	6	-12	1	-0.8	3
Cc1ccc(S(=O)(=O)O/N=C2/CCCc3occc32)cc1	i	-3	0	-5	1	3	6	-0.4	0
O=c1[nH]c2cccnc2n1Cc1ccco1	i	0	2	-9	-2	4	-5	·	-5
Cc1ccccc1-c1cc2nc(C)c(Cl)c(=O)n2[nH]1	i	-2	0	0	0	11	2	-0.8	-5
Cc1c(N)cccc1Cl	i	-6	1	4	0	7	1	1.0	-2
Cc1ccc(C(=O)N/C(=C\c2ccco2)C(=O)NC2CCS(=O)(=O)C2)cc1 (configuration not stated)	i	-4	1	0	-4	-2	-5	0.5	-5
CC(Sc1n[nH]c(N)n1)C(=O)Nc1ccccc1-c1ccccc1 (configuration not stated)	i	0	0	4	0	12	-1	-0.7	-5
CC(=O)/C(N=Nc1ccc2c(c1)OCO2)=C(\C)O	i	-3	6	-7	-9	-2	-4	1.3	-5
COCCCN(C(C)=O)c1nc(-c2ccccc2)cs1	i	-1	3	-7	-3	0	2	0.2	4
CCN1C(=O)/C(=C2/SC(C)=C(C)N2CC)SC1=S	i	-5	1	-5	-5	52*	8	-0.2	-1
CC(C)(C)c1cc(C(=O)N2CCN(c3ncccn3)CC2)ccn1	i	-8	1	-3	-5	1	-3	-1.5	-8

Given with two lines to a compound: part of the list above.
Each structure is followed by: Rpn11 inh	bovine MsrA act	MT1-MMP act inh	E coli Lon inh	Rin1-Abl PPI inh	PABP1 MLLE inh	CSN inh	MsrA inhibitor	FAS TE block
> CCOC(=O)c1ccc(NC(=O)C(=O)NCc2ccc(/C=C(/C#N)C(=O)NCCOC)o2)cc1
→ i	-9	-2	-3	7	-20	-20	1.0	-10
> Cc1cccc(CNC(=O)c2sc(=O)n(Cc3ccc(S(C)(=O)=O)cc3)c2C)c1
→ i	-6	3	1	6	-12	1	-0.8	3
> Cc1ccc(S(=O)(=O)O/N=C2/CCCc3occc32)cc1
→ i	-3	0	-5	1	3	6	-0.4	0

The list goes on:
SMILES	Rpn11 inh	bovine MsrA act	MT1-MMP act inh	E coli Lon inh	Rin1-Abl PPI inh	PABP1 MLLE inh	CSN inh	MsrA inhibitor	FAS TE block
COc1ccc(CCn2c(N)c(S(=O)(=O)c3cccs3)c3nc4ccccc4nc32)cc1OC	i	-8	1	-4	-1	7	4	1.5	2
O=C1N(CCCCN2C(=O)C3(OCCO3)c3ccccc32)c2ccccc2C12OCCO2	i	2	0	7	1	-2	0	1.2	0
COc1ccc(Cn2c(-c3ccco3)nc3c(c(=O)c4ccccc4n3C)c2=O)cc1	+	-5	0	-2	-2	-40	26	2.6	14
Cc1ccccc1Nc1c(-c2ccccc2)nc2ncccn12	i	-10	5	7	-2	5	28	1.1	-3
N#CC1=C(N)C2=C(N3CCCCC3)CCCC2C1(C#N)C#N (configuration not stated)	i	-1	10	24*	3	39*	1	·	-2
CCOc1ncccc1C(=O)NCCCSc1ccccc1	i	-4	-4	4	-1	14	-1	-0.1	1
CCc1ccc(OCC(=O)NNC(=O)Cc2ccc(S(=O)(=O)N3CCOCC3)s2)cc1	i	-2	-3	-10	0	-33	5	-0.7	-3
O=S(=O)(c1ccc(Oc2ccc(-c3nnco3)cc2)nc1)N1CCC(Cc2ccccc2)CC1	i	0	2	1	3	-21	-6	0.7	8
CCCS(=O)(=O)N1CCC(C(=O)NCCCN2CCCC2=O)CC1	i	1	9	-2	0	10	-7	-0.8	-8
CS(=O)(=O)N1CCC(c2noc(-c3ccc(C(F)(F)F)cc3)n2)CC1	i	1	-2	-3	-2	13	1	0.1	6
CCOc1ccc2nc(SCC(=O)N(C)C)[nH]c2c1	i	0	4	-2	-5	-6	0	0.0	-4
CC1CCCCC12NC(=O)N(CC(=O)Nc1sccc1C(N)=O)C2=O (configuration not stated)	i	-1	-4	-11	-1	-8	-2	-0.1	-8
O=C(O)CCC(=O)NNC(=O)c1cccs1	i	-2	5	5	2	-2	-1	1.1	-6
O=C(Nc1ccc(N2CCN(c3ccc(O)cc3)CC2)cc1)Oc1ccccc1	i	-5	3	4	3	15	10	0.1	3
O=C(Nc1ccc([N+](=O)[O-])cc1)N1CCN(C(=O)C2CCCO2)CC1 (configuration not stated)	i	-7	2	-13	0	-6	-3	1.6	-6
Oc1ccc(/C=C/c2ccc3cccc(O)c3n2)cc1Br	·	-2	-43	-201	-2	-72	33	0.6	15
Cc1nnc(SCC(=O)NCc2ccc(F)cc2)[nH]c1=O	i	-1	0	1	-3	2	0	0.1	4
CCOc1ccc(NC(=O)CN(C)c2ccc(S(=O)(=O)N(C(C)C)C(C)C)cn2)cc1OCC	i	-6	-12	-6	1	-6	-4	0.3	2
O=C(NN1CCOCC1)c1ccc(F)cc1	i	1	2	-3	4	10	3	-0.6	-4
CC(C)(C)C(=O)[C@H]1[C@H](c2ccccc2)[C@@]2(N=C(c3ccccc3)OC2=O)C2c3ccccc3C=NN21 (some centres not stated)	i	-1	2	6	-2	2	1	1.2	7
Cc1cccc2c1OCC/C2=N\NC(=O)COc1ccccc1	i	-1	0	-2	0	-3	2	-1.2	0
CCC(C)C(NC(=O)c1ccccc1NC(=O)c1ccco1)C(=O)NNC(=O)c1ccc(OC)cc1 (configuration not stated)	i	-14	-1	2	0	12	1	0.3	-7
Nc1n[nH]c(-c2ccc(F)cc2)n1	i	-2	-1	-8	1	8	1	0.4	-7
O=C(Cn1ccccc1=O)NCc1ccc(F)cc1	i	-12	-3	-11	1	6	-3	-1.9	-7
CCOC(=O)COC(=O)c1ccc(O)cc1	i	-5	1	-5	-2	-5	1	-0.1	-8
Cc1ccc(NC(=O)c2cc(=O)c3ccccc3o2)cc1	i	-2	-5	-3	-1	-1	-2	1.5	3
COC(=O)Nc1sc2c(c1C(N)=O)CCC(C)C2 (configuration not stated)	i	-4	0	-10	0	19	-5	-0.4	-2
CC(=O)Oc1ccc(N2C(=O)[C@@H]3[C@H](C2=O)[C@H]2c4ccccc4C=NN2[C@@H]3C(C)=O)cc1	i	-1	0	-4	-2	-3	1	-1.3	-1
COc1ccc(S(=O)(=O)NC2CCCCCC2)cc1C(N)=O	i	0	1	-1	1	-14	1	-0.3	-4

Entries from the list above containing a CF3 group, in the order listed:
SMILES	Rpn11 inh	bovine MsrA act	MT1-MMP act inh	E coli Lon inh	Rin1-Abl PPI inh	PABP1 MLLE inh	CSN inh	MsrA inhibitor	FAS TE block
CCCNC(=O)C1(C)CCCN(C(=O)c2cccc(C(F)(F)F)c2)C1 (configuration not stated)	i	-5	-2	0	0	10	0	-0.8	-10
CS(=O)(=O)N1CCC(c2noc(-c3ccc(C(F)(F)F)cc3)n2)CC1	i	1	-2	-3	-2	13	1	0.1	6
